# Screening results deposited in PubChem by several laboratories.
# NTR1 ag: NTR1-driven beta-arrestin-GFP spot formation – imaging, U2OS cells, high content, primary screen (AID 493036); activation, % at 20 µM; P30989; hit rate 0.17% among 330,000; agonist mode;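 active = activation at or above 40% of the spot to cytoplasm intensity ratio, with at least 20 cells analyzed; inconclusive = wells under 20 cells, flagged as cytotoxic or low count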;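 note: 0% = DMSO without peptide and 100% = 100 nM NTR1 peptide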
# Target sequence (P30989 whole entry, looked up): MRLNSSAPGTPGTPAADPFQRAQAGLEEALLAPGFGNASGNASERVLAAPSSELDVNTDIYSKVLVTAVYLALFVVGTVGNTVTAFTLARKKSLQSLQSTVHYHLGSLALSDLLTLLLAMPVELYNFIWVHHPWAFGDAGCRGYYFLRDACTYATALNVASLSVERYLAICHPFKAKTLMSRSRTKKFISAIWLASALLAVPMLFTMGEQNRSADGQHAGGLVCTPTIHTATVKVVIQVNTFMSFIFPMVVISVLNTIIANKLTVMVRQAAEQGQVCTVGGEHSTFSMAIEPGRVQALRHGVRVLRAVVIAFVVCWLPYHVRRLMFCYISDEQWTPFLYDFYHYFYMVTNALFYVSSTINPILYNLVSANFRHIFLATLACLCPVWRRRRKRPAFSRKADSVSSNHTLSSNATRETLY
# GPR35 antagonists: inhibition of zaprinast-stimulated GPR35 beta-arrestin translocation – imaging, U2OS, beta-arrestin-GFP, zaprinast agonist, primary screen (AID 2058); U2OS GPR35 beta-arrestin-GFP translocation imaging, zaprinast antagonism; higher % means a stronger effect; inhibition, % at 10 µM, or IC50 in µM where a hit was titrated; hit rate 0.052% among 290,000;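 active = inhibition of at least 50% with at least 30 cells and total cytoplasm GFP at most 10,000,000; inconclusive = under 30 cells or total GFP of 10,000,000 plus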
# West Nile antiviral: West Nile virus antiviral activity, cell-based, CPE readout (AID 1621); CPE inhibition, % at 10 µM; hits with a dose series show IC50 in µM; hit rate 0.02% among 290,000; West Nile virus-infected cells, CPE inhibition; higher % means a stronger effect; in the data active = a potency from the dose series; inconclusive = CPE inhibition mostly from about 3.7% at the one dose, without a potency; inactive = the rest, 99 in 100 with CPE inhibition below about 2.2%; note: strong numbers were not always called active
# GPR55 antagonists: inhibition of LPI-stimulated GPR55 beta-arrestin translocation – imaging, U2OS, beta-arrestin-GFP, LPI agonist, primary screen (AID 2013); hit rate 0.13% among 290,000; one-dose inhibition, % at 10 µM; IC50 in µM for titrated hits; U2OS GPR55 beta-arrestin-GFP translocation imaging, LPI antagonism; higher % means a stronger effect;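 active = spots per cell inhibited over 60%, with over 100 cells counted and total cytoplasm intensity under 500,000; inconclusive = wells with under 100 cells, flagged as likely toxic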;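 note: U2OS cells stably carrying GPR55 and arrestin-GFP stimulated by 5 µM LPI near EC80; imaged beta-arrestin-GFP aggregate spots per cell after agonist stimulation; plate controls were LPI-stimulated DMSO wells for no effect and DMSO wells without LPI for full effect; some results filed as inactive read as strong as hits; confirmed hits need IC50 under 10 µM and bright autofluorescent wells are also inconclusive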
# GPR55 activation: selective activators of receptor GPR55 – imaging, U2OS cells, beta-arrestin-GFP redistribution, primary screen (AID 1961). hit rate 0.048% among 290,000. one-dose activation, % at 10 µM; EC50 in µM for titrated hits. U2OS GPR55 beta-arrestin-GFP redistribution imaging; higher % means a stronger effect;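 active = activation above 40% with more than 50 cells counted in the well; inconclusive = wells holding fewer than 50 cells, flagged as toxic or sparse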;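 note: U2OS osteosarcoma cells stably expressing GPR55 and beta-arrestin-GFP; plate controls were DMSO negative control for no effect and LPI positive control for full effect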
# KOR beta-arrestin-1: KOR antagonists, beta-arrestin recruitment, cell-based, luminescence, uHTS (AID 1778); KOR beta-arrestin recruitment, luminescence, antagonist mode; higher % means a stronger effect; inhibition, % at 10 µM, or IC50 in µM where a hit was titrated; hit rate 0.091% among 290,000; in the data active = inhibition above about 50%; note: strong numbers were not always called active
# PhoP inhibition: PhoP-dependent GFP reporter repression – Salmonella Typhimurium, primary screen (AID 1863); S. Typhimurium PhoP-regulated promoter GFP reporter, 4 h; higher % means a stronger effect; inhibition, % at 50 µM; hits with a dose series show IC50 in µM; hit rate 0.16% among 300,000;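 active = inhibition over 29.93%, a cutoff 3 SD above the screen mean, later confirmed by dose response; inconclusive = inhibition over 29.93% but no dose response follow-up; inactive = inhibition at most 29.93% or unconfirmed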;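 note: 0% = low Mg2+ inducing control and 100% = high Mg2+ repressing control; strong numbers were not always called active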
# KOR beta-arrestin-2: kappa opioid receptor activators – cell-based, luminescence, uHTS, primary screen (AID 1777). hit rate 0.02% among 280,000. one-dose activation, % at 10 µM; EC50 in µM for titrated hits. KOR beta-arrestin recruitment, luminescence; higher % means a stronger effect; in the data active = activation above about 50%, passing the limit was not always enough; note: a part of the inactive calls stands beside numbers as strong as those of hits
# T cell HTS: T cell immune modulation candidate; calls only at 7 µM; 2C CD8+ T cell-vesicle binding, flow cytometry; hits give low values; hit rate 0.068% among 330,000;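 active = response, share of CD8 T cells binding vesicles, and their 90th percentile fluorescence all below set limits, cut at about 80% in these data, passing the limit was not always enough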
#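 Benchmarks: naked versus QL9-loaded vesicles / Assay system: purified 2C TCR transgenic mouse naive CD8+ T cells / Technique: high-throughput flow cytometry with anti-B7-1 and anti-CD8 staining / Timing: Cell–vesicle co-incubation 1.5 h at 37 °C, staining 20 min on ice / Read-out: percent CD8+ FL2 mean versus row control / Probe or stimulus: QL9-loaded Drosophila micro-vesicles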
# T cell HTS vesicle-bound %: recorded beside T cell HTS, whose call it bears; double positive events, %; measured here: CD8+ vesicle-bound cell fraction;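 binding gate set so that unloaded-vesicle control wells show 10% double positive cells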
# NTR1 ag cell count 20 µM: further read-out of NTR1 ag, marked with its call; cell count; measured here: cell count, cytotoxicity flag
# Numbers without * were called inactive; i = inactive; ? = inconclusive; nt = not tested or not shown; [ ] = remark or other dose.
Compound,NTR1 ag,T cell HTS,T cell HTS vesicle-bound %,KOR beta-arrestin-2,GPR55 activation,PhoP inhibition,NTR1 ag cell count 20 µM,KOR beta-arrestin-1,GPR35 antagonists,GPR55 antagonists,West Nile antiviral
COc1ccc2cc(C(=O)N/N=C/c3cc(OC)c(OC)c(OC)c3)[nH]c2c1,0.1,i,61.1,-0.2%,0.0%,-3.1%,100,-23.2%,-14.8%,4.7%,0.7%
COc1cc(NC(=O)c2ccc(N3CC4CC(C3)c3cccc(=O)n3C4)c(NC(=O)c3ccncc3)c2)cc(OC)c1OC (centres undefined),-0.8,i,8.9,-2.8%,-0.2%,-0.2%,71,-32.0%,3.8%,11.2%,-0.1%
O=C(NC(=S)NNS(=O)(=O)c1ccc(Cl)cc1)c1cccnc1,1.4,i,59.2,nt,-0.1%,-0.3%,102,-10.9%[20 µM],15.1%,1.8%,1.0%
COc1ccc(/C=N/Nc2nc(Nc3ccccc3)nc(N3CCCC3)n2)cc1,0.8,i,29.8,-1.3%,-0.4%,1.0%,22,-9.3%,-18.2%,-1.8%,-0.3%
O=S(=O)(c1ccc(-c2ccccc2)cc1)N1CCCC1,2.2,i,2.7,-2.7%,0.3%,-2.0%,31,9.4%[20 µM],8.3%,14.1%,0.1%
Cc1cccc(-n2ccnc2SCC(=O)Nc2nnc(C)s2)c1,0.5,i,6.8,-11.4%,-0.1%,10.2%,52,-16.4%,7.5%,3.2%,-0.2%
CC(C)OCCCn1c(SCC(=O)Nc2ccccc2C(F)(F)F)nc2nccnc2c1=O,-0.3,i,38.8,0.0%,-0.2%,-1.8%,64,-46.0%,-11.7%,9.8%,0.3%
COc1ccc(NC(=O)CSc2nc(SC)ns2)cc1,-0.8,i,21.7,-2.0%,0.5%,1.2%,49,15.4%,-19.6%,5.9%,-0.7%
CCCNC(=O)COC(=O)c1ccccc1C(=O)N(C)C1CCCCC1,-0.1,i,41.1,-2.3%,0.7%,-4.3%,86,-6.2%,-6.5%,17.2%,-1.0%
Cc1noc(C)c1COc1ccc(C(=O)OCC(=O)OC(C)(C)C)cc1,0.7,i,2.9,-1.9%,0.7%,-7.0%,25,-19.7%,0.1%,-3.8%,0.8%
COc1cc2[nH]c(=O)n(CCC(=O)N3CC=C(c4ccccc4)CC3)c(=O)c2cc1OC,7.0,i,24.1,19.6%,-0.1%,-5.9%,84,-8.3%,-15.1%,1.4%,0.9%
Cc1ccc(NC(=O)c2cc3c(s2)CCCC3)cc1,1.8,i,5.9,1.6%,-0.4%,-4.4%,70,-15.4%,-1.5%,16.5%,-0.3%

Compound,NTR1 ag,T cell HTS,T cell HTS vesicle-bound %,KOR beta-arrestin-2,GPR55 activation,PhoP inhibition,NTR1 ag cell count 20 µM,KOR beta-arrestin-1,GPR35 antagonists,GPR55 antagonists,West Nile antiviral
CCC(C)NC(=O)C1CCN(S(=O)(=O)c2ccc3nc4c(c(C(=O)O)c3c2)CCCCC4)CC1 (centres undefined),0.0,i,12.6,2.8%,0.3%,7.2%,65,-16.3%,12.7%,2.4%,0.7%
COc1ccc(CCN=Cc2ccc(O)cc2)cc1OC,1.8,i,58.3,-3.4%,0.3%,-3.4%,59,-25.5%[20 µM],5.4%,7.0%,0.7%
O=C(O)CCS(=O)(=O)c1ccccc1Cl,2.1,i,20.1,-3.0%,0.9%,5.4%,26,25.0%,-2.5%,-0.7%,0.0%
O=C(c1cc(COc2c(F)cccc2F)on1)N1CCC(c2ccncc2)CC1,6.4,i,20.2,4.1%,-0.2%,0.1%,46,-18.1%,-12.3%,-5.1%,-1.2%
COc1ccc(CNCC(O)(c2ccccc2)c2ccc(F)cc2)cc1 (centres undefined),2.3,i,50.8,-3.4%,-0.3%,8.2%,76,9.1%,-8.6%,20.2%,-1.7%
COc1ccc(Cc2nnc(SCC(=O)NCC3CCCO3)o2)cc1 (centres undefined),0.5,i,27.7,27.2%,-0.1%,9.5%,56,-4.6%,7.3%,-13.3%,-0.3%
O=C1CC(c2cccs2)CC2=C1C(c1ccccc1)n1ncnc1N2 (centres undefined),0.5,i,59.5,0.2%,0.2%,5.0%,52,1.9%,4.8%,13.0%,-0.1%
COC(=O)c1ccc(C(=S)NCC2(N(C)C)CCCCC2)cc1,1.9,i,41.0,-2.2%,-0.2%,4.7%,48,-39.4%,-2.4%,3.4%,-0.3%
COc1ccc(NC(=O)c2cc(N3C(=O)C4C5CCC(C5)C4C3=O)ccc2Cl)c(OC)c1 (centres undefined),0.4,i,26.5,3.7%,-0.1%,15.1%,76,-34.9%,11.8%,9.8%,-0.7%
Cn1c(=O)n(CC(=O)NCc2cccnc2)c2ccccc21,2.8,i,34.0,nt,0.5%,-3.3%,87,nt,-7.5%,10.1%,-0.4%
O=C(O)CNc1nc(Cl)ccc1[N+](=O)[O-],0.4,i,39.3,-1.1%,0.0%,-1.5%,62,22.3%,-0.2%,5.4%,0.2%
COc1ccccc1C1C(C(N)=O)=C(C)Nc2nc(CCCO)nn21 (centres undefined),-0.9,i,29.3,-0.9%,-0.1%,-7.5%,98,-13.5%,-5.4%,4.6%,-0.3%

Compound,NTR1 ag,T cell HTS,T cell HTS vesicle-bound %,KOR beta-arrestin-2,GPR55 activation,PhoP inhibition,NTR1 ag cell count 20 µM,KOR beta-arrestin-1,GPR35 antagonists,GPR55 antagonists,West Nile antiviral
CC(/C=N\Nc1nnc2c(n1)[nH]c1c(C)cccc12)=C\c1ccco1,1.5,i,32.4,-5.1%,-0.1%,1.2%,51,3.9%,-7.5%,29.3%,?
Cc1ccc(C(C)NC(=O)c2cc3ccccc3oc2=O)cc1C (centres undefined),4.0,i,52.2,-2.2%,-0.2%,-6.3%,72,1.7%[20 µM],9.8%,-7.7%,-0.9%
COc1cccc(/C=C2\Oc3cc(OCC(=O)N4Cc5ccccc5C[C@H]4C(=O)O)ccc3C2=O)c1,-0.3,i,25.4,7.8%,-0.2%,-3.9%,103,-22.5%[20 µM],9.4%,-4.7%,0.7%
COc1cc(/C=C2\Oc3cc(O)ccc3C2=O)ccc1O,-0.6,i,56.9,-5.0%,0.6%,1.5%,93,32.2%,-3.6%,-4.1%,0.3%
O=C(Cn1cc2c(n1)CCCC2)NC1CCN(Cc2ccccc2)CC1,2.1,i,59.0,-7.3%,-0.1%,-0.5%,52,12.4%,-12.0%,7.9%,-0.4%
Cc1ccnc(NC(=O)CCC(=O)N(CC(=O)NCCc2ccccc2)Cc2cccs2)c1,1.7,i,44.2,-6.2%,0.2%,4.7%,43,3.3%[20 µM],-0.7%,-3.5%,0.1%
CCCc1cc(C(=O)Cc2ccc(C(=O)OCC)o2)c(O)cc1O,-2.0,i,63.9,-0.2%,-0.1%,29.8%,59,-24.8%,3.2%,0.9%,-0.1%
COC(/C(=N/O)c1ccc(Cl)cc1)c1ccccc1 (centres undefined),6.6,i,48.2,-4.1%,-0.1%,3.8%,82,11.7%,-3.9%,-4.4%,?
CO/N=C(/CN1CCCCC1)c1ccc(Cl)cc1,-1.3,i,28.0,-6.4%,-0.1%,nt,97,30.1%,-7.5%,11.1%,-0.6%
O=C(Cn1c(=O)cnc2ccccc21)Nc1ccccc1N1CCOCC1,-0.5,i,13.5,-1.8%,0.4%,-4.2%,56,-1.3%,-7.8%,-2.7%,0.4%
CCOC(=O)N1CCN(Cc2nc(N)nc(Nc3ccc(C)cc3C)n2)CC1,0.5,i,60.5,nt,0.5%,2.3%,55,12.7%[20 µM],2.9%,19.5%,-0.1%
COc1ccc(/C(O)=C/Sc2nnc(Cc3ccccc3)o2)cc1,1.5,i,31.3,-3.4%,0.0%,-3.2%,82,2.3%,2.9%,-11.1%,nt
CC(NC(=O)CCNS(=O)(=O)c1ccccc1)c1ccccc1 (centres undefined),-0.6,i,15.1,0.6%,-0.1%,-0.2%,57,-25.1%,-11.5%,0.5%,0.5%
COc1cc2c(cc1OC)C1C/C(=N\O)C(CC(C)C)CN1CC2 (centres undefined),-0.7,i,12.9,-2.7%,0.0%,4.4%,45,18.6%,5.2%,8.3%,-0.4%
